Compound activity from PubChem.
Mm-Cpn inhibitor – M. maripaludis TRiC chaperonin inhibition; purified Mm-Cpn ATPase, ADP Transcreener TR-FRET; AID 504842; Potency, µM (doses to about 76.9 µM), inactives show top-dose activity, negative = inhibition, actives largely listed as inhibitors; 330,000 compounds, 0.031% hits; further: potency means the concentration at half of the fitted maximal effect; on the % scale 0 is the no-effect control and ±100 the full control effect; nearly all actives have a fitted effect of over 80% in size
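25 nM Mm-CPN + cpd, 10 min 37°C; + 10 uM ATP, 30 min 37°C; buffer 30 mM Tris pH 7.4, 100 mM KCl, 5 mM MgCl2, 1 mM DTT; Transcreener ADP HTRF detection 30 min RT.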
WRN helicase inh – inhibitors of human WRN helicase | WRN helicase unwinding, fluorescent forked duplex, kinetic | Potency, µM (highest dose often 114 µM), inactives show top-dose activity change, negative = inhibition, usual class: inhibitors | 360,000 compounds, 0.46% hits; further: potency means the concentration at half of the fitted maximal effect; on the % scale 0 is the no-effect control and ±100 the full control effect; nearly all actives have a fitted effect of over 55% in size
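Kinetic red-fluorescence monitoring (525/598 nm) tracks WRN helicase activity after 100 nM fluorophore-quencher forked duplex and 2 mM ATP are added to 20 nM enzyme pretreated 15 min at room temperature with compound.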
EPAC2 antag – EPAC2 (human) antagonism | Potency, µM (series often up to 114 µM), for the others: at the top dose activity, negative = inhibition, usual class: inhibitors | EPAC2 GEF exchange of Rap1B-BODIPY-GDP, fluorescence | 360,000 compounds, 0.18% hits; further: potency means the concentration at half of the fitted maximal effect; on the % scale 0 is the no-effect control and ±100 the full control effect; nearly all actives have a fitted effect of over 45% in size; many of its hits are not listed in these tables
EPAC1 ag – EPAC1 (human) agonism; EPAC1 agonist qHTS, biochemical assay; response scale: 100% = response to 6.5 mM cAMP; Potency, µM (top dose mostly 154 µM), without a hit: at the top dose activation, hits mostly activators; 360,000 compounds, 0.073% hits; further: potency means the concentration at half of the fitted maximal effect; nearly all actives have a fitted effect of over 60% in size
Target sequence (O95398 whole entry, looked up): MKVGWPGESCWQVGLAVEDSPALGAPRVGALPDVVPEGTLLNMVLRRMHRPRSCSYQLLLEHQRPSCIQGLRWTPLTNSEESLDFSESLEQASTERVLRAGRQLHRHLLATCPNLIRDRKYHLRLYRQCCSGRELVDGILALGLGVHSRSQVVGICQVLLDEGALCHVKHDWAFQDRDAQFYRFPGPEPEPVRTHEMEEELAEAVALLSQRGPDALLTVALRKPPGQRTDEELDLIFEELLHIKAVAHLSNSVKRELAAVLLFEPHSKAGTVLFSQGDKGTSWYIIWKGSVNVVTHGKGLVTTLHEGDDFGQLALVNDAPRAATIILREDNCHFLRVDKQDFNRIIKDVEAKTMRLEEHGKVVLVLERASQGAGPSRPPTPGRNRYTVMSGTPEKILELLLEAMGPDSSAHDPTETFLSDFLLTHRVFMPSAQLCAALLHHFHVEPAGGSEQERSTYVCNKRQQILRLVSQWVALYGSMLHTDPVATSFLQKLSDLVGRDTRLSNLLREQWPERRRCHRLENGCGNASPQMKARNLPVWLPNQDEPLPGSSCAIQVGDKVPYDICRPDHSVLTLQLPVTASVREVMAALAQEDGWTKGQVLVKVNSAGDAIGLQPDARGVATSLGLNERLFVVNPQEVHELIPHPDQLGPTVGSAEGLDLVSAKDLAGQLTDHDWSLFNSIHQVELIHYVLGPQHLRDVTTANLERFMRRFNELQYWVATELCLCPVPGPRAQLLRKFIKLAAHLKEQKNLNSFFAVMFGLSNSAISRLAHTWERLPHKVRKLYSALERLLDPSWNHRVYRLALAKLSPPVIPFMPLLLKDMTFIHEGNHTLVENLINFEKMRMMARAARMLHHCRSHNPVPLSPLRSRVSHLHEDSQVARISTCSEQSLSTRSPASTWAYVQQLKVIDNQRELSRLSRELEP
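EPAC1 100 nM, Rap1B–BODIPY-GDP 250 nM, unlabeled GDP 50 uM; compound titration; 5 min RT; kinetic read ex480/em540 at 5-min intervals ×30 min; data normalized to 6.5 mM cAMP agonist control.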
CCT modulator – cytosolic chaperonin activity modulation; activity change, % (test concentration not listed), hits read low; 360,000 compounds, 0.3% hits; AID 651819; purified chaperonin ATPase assay, HTRF ADP detection, 30 min; in the data active means activity change below about -30%; further: on the % scale 0 is the no-effect control and ±100 the full control effect
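We incubate TRiC, 40 or 20 nM final, with library compounds at 76 uM and 10 uM ATP for 30 min at 37 °C. ADP formed is detected with Transcreener HTRF reagents after 30 min at room temperature.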
PI5P4Ka inh – blocks human PI5P4K alpha kinase activity; AID 652105; 330,000 compounds, 1.2% hits; PI5P4Kalpha enzyme, ADP-Glo luminescence, 60 min; stronger effect = lower value; max response, %; P48426; active means max response of -50% or lower; inconclusive means between -30% and -50%; inactive means -30% or higher; further: value at the top dose of about 77 µM; on the % scale 0 is the no-effect control and ±100 the full control effect
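Single end-point luminescence (ADP-Glo) quantified ADP from PI5P4Kalpha turnover; ATP 5 microM final, 1 h at RT, 0.1% CHAPS and 0.28 mM EGTA in HEPES pH 7.4.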
EPAC1 antagonist – antagonists of human EPAC1 | O95398 | 360,000 compounds, 0.14% hits | Potency, µM (titrated, usually from 115 µM), without a hit: top-dose activity change, negative = inhibition, hits mostly inhibitors | EPAC1 GEF assay, Rap1b-BODIPY-GDP exchange fluorescence;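 further: potency means the concentration at half of the fitted maximal effect; plate controls were vehicle for no effect and positive control for full effect; nearly all actives have a fitted effect of over 50% in size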
PLK1 PBD inh – inhibitors of human PLK1 polo-box domain binding; P53350; Plk1 PBD binding of FITC phosphopeptide, fluorescence polarization; Potency, µM, without a hit: max response, negative = inhibition, usual class: inhibitors; 360,000 compounds, 2.8% hits; further: potency means the concentration at half of the fitted maximal effect; series mostly up to about 57 µM; on the % scale 0 is the no-effect control and ±100 the full control effect; nearly all actives have a fitted effect of over 65% in size
Starred values were filed as active, the others as inactive; u = inconclusive; x = no result given; [ ] = dose if it differs, or a comment. Unless noted, the call rests on the fitted dose curve; in most records, active means well fitted curve in the direction sought with a large enough effect; inconclusive means small, poorly fitted or top-dose-only effect, or another doubt; inactive means no such curve, though single readings can be large; an effect the other way counts as inactive or inconclusive. A portion of the library; count on the stated rates, not on these rows.

smiles	Mm-Cpn inhibitor	WRN helicase inh	EPAC2 antag	EPAC1 ag	CCT modulator	PI5P4Ka inh	EPAC1 antagonist	PLK1 PBD inh
O=C(NCc1ccco1)C1CCC(N2C(=O)c3ccccc3C2=O)CC1 (stereo not drawn)	0%	4%	13%	1%	-1.1	x	22%	1%
CCS(=O)(=O)NCC(c1cccnc1)N1CCN(c2ccccc2OC)CC1 (stereo not drawn)	4%	3%	-6%	7%	-3.7	2	-25%	-1%
COC(CNC(=O)c1ccc(CS(=O)(=O)c2ccc(C)cc2)o1)OC	3%	-4%	12%	-12%	-0.5	0	-11%	-4%
CCc1cc2c(SCC(=O)NC(=O)c3cccn3C)ncnc2s1	-3%	-5%	-1%	-17%	-0.3	0	-17%	-5%
CCOC(=O)C1CCCN(C(=O)/C=C/c2ccc([N+](=O)[O-])cc2)C1 (stereo not drawn)	-1%	3%	6%	-10%	-0.4	-9	-1%	-6%
O=C(Nc1nc2c(s1)CCc1ccccc1-2)c1ccco1	-3%	-6%	-10%	16%	-1.4	4	-6%	u
CCOc1ccc(/C=C/C(=O)OCC(=O)NCCc2ccc(OCC)c(OCC)c2)cc1OC	0%	4%	16%	-5%	-1.6	2	-21%	-2%
Cc1ccc(C(=O)OCC(=O)NC2CCCCC2)o1	2%	7%	9%	2%	-2.2	-9	7%	2%
Cc1ccccc1-c1nc2ccccc2o1	-3%	-8%	-2%	8%	3.1	x	7%	-3%
COc1ccc(C(O)(c2ccccc2OC)C(CN2CCOCC2)c2ccccc2)cc1 (stereo not drawn)	1%	-7%	-15%	6%	1.3	4	-1%	-13%
COc1ccc(CCNC(=O)CSc2ccc(-c3cccs3)nn2)cc1OC	2%	-10%	-12%	2%	0.5	1	3%	-2%
CC[C@@H](C)C(NC(=O)OC(C)(C)C)c1cn([C@@H](Cc2ccc(O)cc2)C(=O)N2CCN(C(=O)OC(C)(C)C)CC2)nn1 (stereo partly drawn)	x	5%	36%[activator]	-27%	0.9	6	-7%	-6%
CC(C)(C)C(=O)CSc1ncnc2c1cnn2Cc1ccccc1	1%	12%	7%	4%	0.0	4	23%	-4%
COc1ccc(-n2nnnc2SCC(=O)c2ccc3c(c2)OCCO3)cc1	-15%	-3%	17%	0%	-0.5	1	11%	-10%
COc1ccc(C(CNC(=O)c2cccc(S(=O)(=O)Nc3ccc(Br)cc3)c2)N(C)C)cc1 (stereo not drawn)	x	-9%	2%	-6%	-0.1	7	-9%	-4%
COC(=O)c1ccc(OCC(O)CN2C(=O)NC(C)(C)C2=O)cc1 (stereo not drawn)	2%	-10%	-3%	8%	1.0	-3	3%	2%
COc1ccc(/C=C/C(=O)OCC(=O)N2c3ccccc3CC2C)cc1OC (stereo not drawn)	x	11%	2%	3%	-0.2	1	3%	-1%
Cc1onc(-c2c(F)cccc2Cl)c1C(=O)N(Cc1ccccc1)C(C)C	1%	-12%	-25%	3%	-1.3	-1	-18%	-6%
CC(C)C(N)c1csc(NC(=O)Nc2ccccc2C(C)(C)C)n1 (stereo not drawn)	x	-4%[57.1 µM]	5%	-17%	-0.4	13	-4%	6%
CCC(c1nnc(SCCNCCO)n1CCN1CCOCC1)N(C)C (stereo not drawn)	1%	-1%	0%	7%	-0.6	3	3%	-7%
CC(C)OC(=O)CC1C(=O)NCCN1C(=S)NC(=O)c1ccccc1 (stereo not drawn)	-2%	3%	31%[activator]	-16%	-1.3	2	-1%	-5%
CCOC(=O)C(CCCOc1cccc(OC)c1)C(=O)OCC	-2%	0%	-11%	16%	-0.8	x	-1%	-6%
Cc1cccc(NC(=S)N2CCCN(c3ncccc3[N+](=O)[O-])CC2)c1	4%	-11%	9%	-5%	1.5	-1	-14%	-28%
Cc1ccc(NC(=O)c2cc(S(=O)(=O)N3CCCCC3)c[nH]2)cc1F	1%	-2%	-27%	-14%	1.1	-1	-21%	1%
O=C(NN1CCOCC1)c1cc(-c2ccc(Br)s2)nc2ccccc12	-16%	-7%	6%	6%	-0.4	4	6%	2%
O=C(NCCc1ccc(F)cc1)c1ccncc1	0%	7%	6%	1%	-0.8	-10	-11%	-15%
CCCC(=O)Nc1cc(Cl)ccc1N1CCN(C(=O)CC)CC1	2%	1%	7%	-2%	-0.8	x	11%	0%
Cc1ccc(C(C(=O)NC(C)(C)C)N(Cc2ccc3c(c2)OCO3)C(=O)c2ccc(CN3CCOCC3)o2)o1 (stereo not drawn)	-1%	-5%	-9%	5%	0.5	2	-1%	-2%
NC(N)=N/N=C/c1cc([N+](=O)[O-])ccc1O	-3%	-22%	7%	-2%	0.0	-1	2%	-6%
CC1(C)C/C(=C(/C#N)C(N)=O)CCO1	0%	-10%	-2%	-2%	0.1	1	-5%	-9%
Nn1c(COc2cccc(Br)c2)nnc1SCC(=O)NCC1CCCO1 (stereo not drawn)	0%	2%	4%	5%	-1.1	1	-26%	-21%
Cc1ccc(COn2c(-c3ccc(Cl)cc3)nc3ccc([N+](=O)[O-])cc32)cc1	1%	-3%	-7%	11%	-4.6	x	-5%	-3%
CCN(CC)c1ccc(/C=N/NC(=O)c2cccc(S(=O)(=O)N3CCOCC3)c2)c(O)c1	-7%	2%	-10%	14%	-2.3	-4	-17%	-4%
Cc1cc(-c2nn(C)c(=O)c3ccccc23)ccc1CNC(=O)NC1CCCCC1	-3%	8%	13%	-3%	0.6	-6	11%	0%
CC(=O)c1c(C)nn(CC(O)COc2ccc3ccccc3c2)c1C (stereo not drawn)	-10%	-7%	6%	-8%	-2.3	3	-2%	-8%
Cc1ccc(S(=O)(=O)NC2=NCCCCC2)cc1	-1%	-3%	-2%	3%	-3.9	6	-7%	2%
Nc1nonc1-c1noc(CCCN2C(=O)c3ccccc3C2=O)n1	1%	-7%	-10%	5%	-4.3	-4	4%	-11%
C#CCNC(=O)C[C@@H]1C[C@@]2(C(=O)OCC)CCCC=C2N(Cc2ccccc2)C1=O	x	0%	8%	-2%	x	6	3%	-14%
CC[N+](C)(CC)CCC/C(=N/O)C(O)(c1ccccc1)c1ccccc1	0%	12%	8%	-4%	2.4	-8	26%	4%
O=S(=O)(CCN1CCSCC1)c1ccccc1	0%	-4%	-2%	1%	-0.8	3	-8%	0%
CCN(CC(=O)Nc1c(F)cccc1F)C(=O)c1ccc(COc2ccccc2)cc1	-1%	2%	-5%	-2%	0.4	7	-12%	0%
COc1ccc(-c2cn[nH]c2-c2ccc(OCc3ccccc3)cc2O)cc1OC	-1%	-2%	-18%	7%	1.3	20	-11%	3%
Cc1cc(C)c(C(=O)NCCCN2CCOCC2)c(C)c1	2%	-9%	-1%	4%	-0.1	-5	-4%	-3%
CCOC(=O)C1(C)CCN1C(=O)c1ccc2ccccc2c1 (stereo not drawn)	x	-5%	-3%	-1%	-0.6	0	3%	-5%
Cc1ccc(S(=O)(=O)N(C(=O)c2ccco2)c2cc3sc(=O)oc3c3ccccc23)cc1	0%	56µM*	4%	-3%	4.0	-56*	-6%	-7%
CCOC(=O)Cc1csc(NC(=O)CSc2nnc3ccccn23)n1	4%	-1%	-6%	13%	-0.5	1	-4%	-17%
CC(C)(C)NC(=O)C(c1ccncc1)N(Cc1cccs1)C(=O)Cn1nnc(-c2cccs2)n1 (stereo not drawn)	-3%	-2%[57.1 µM]	-3%	6%	-4.6	x	-7%	-4%
COc1cc(NC(=O)c2c(F)cccc2F)nc(OC)n1	-1%	-6%	-11%	11%	-1.2	x	-14%	-13%

Pulled by compound from the entries so far, three records:
smiles	Mm-Cpn inhibitor	WRN helicase inh	EPAC2 antag	EPAC1 ag	CCT modulator	PI5P4Ka inh	EPAC1 antagonist	PLK1 PBD inh
COc1ccc(C(O)(c2ccccc2OC)C(CN2CCOCC2)c2ccccc2)cc1 (stereo not drawn)	1%	-7%	-15%	6%	1.3	4	-1%	-13%
CCS(=O)(=O)NCC(c1cccnc1)N1CCN(c2ccccc2OC)CC1 (stereo not drawn)	4%	3%	-6%	7%	-3.7	2	-25%	-1%
CC[N+](C)(CC)CCC/C(=N/O)C(O)(c1ccccc1)c1ccccc1	0%	12%	8%	-4%	2.4	-8	26%	4%

(list continues)
smiles	Mm-Cpn inhibitor	WRN helicase inh	EPAC2 antag	EPAC1 ag	CCT modulator	PI5P4Ka inh	EPAC1 antagonist	PLK1 PBD inh
O=C(CSc1nnc(-c2ccco2)n1Cc1ccccc1)NCc1ccccc1	3%	5%	0%	3%	-4.0	-2	-8%	-22%
Cc1oc(-c2cccs2)nc1CSCC(=O)NC1CC1	0%	4%	6%	0%	-2.7	1	-1%	-6%
CCC(C)NC(=O)COC(=O)Cc1sc(N)nc1-c1ccc(C)cc1 (stereo not drawn)	2%	-4%	-3%	10%	0.8	u	-14%	-13%
Cc1ccc(S(=O)(=O)N2CCN(C(=O)COC(=O)c3ccc(Cl)nc3)CC2)c(C)c1	3%	10%	20%	1%	0.3	-1	-1%	0%
OC[C@@H]1CN(Cc2ccc3c(c2)OCO3)C[C@H](n2cnc3c(NCc4ccco4)ncnc32)O1	x	4%	3%	-19%	-0.9	-4	-11%	-2%
Cc1nn(CC(=O)N2CC(=O)Nc3ccccc32)c(C)c1[N+](=O)[O-]	-2%	8%	14%	-9%	-3.0	-5	5%	1%
C=CCCC(=O)Nc1nc(C)c(-c2csc(Nc3cccc(OC)c3)n2)s1	-23%	-9%	9%	6%	0.0	u	5%	-14%
COc1ccccc1-n1cnnc1SCc1csc(-c2ccccc2)n1	-2%	-6%	16%	-7%	1.5	-8	22%	-11%
COc1ccc(-c2nc(CSCC(=O)NC3CCCc4ccccc43)c(C)o2)cc1OC (stereo not drawn)	-5%	-7%	-7%	6%	-0.9	1	-18%	-13%
COc1cccc(C(=O)N2CCN(Cc3ccc4c(c3)OCO4)CC2)c1OC	1%	2%	-9%	8%	-1.6	-3	-3%	-11%
CC(=O)NS(=O)(=O)c1ccc(NC(=O)[C@@H]2CCCN2S(=O)(=O)c2ccc(Cl)cc2)cc1	3%	-8%	-3%	9%	0.3	-1	-13%	-11%
Cc1ccnc(N/N=C/c2ccccc2)n1	1%	-1%	1%	-5%	-0.3	-7	-2%	-7%
COc1ccc(OC)c(/C=C/c2nc3ccccc3[nH]c2=O)c1	-3%	-7%	58%[activator]	89µM*	-0.3	0	68%[activator]	7%
Cc1nn(CC(=O)OCCOc2ccc(Br)cc2)c(C)c1[N+](=O)[O-]	0%	6%	-15%	13%	-3.0	4	-16%	-3%
